# D2 ag: D2 dopamine receptor (human) agonism | activation, % at 2 µM | P14416 | AID 485358 | 340,000 compounds, 0.53% hits | HEK293 T-REx D2 cells, calcium flux agonist mode;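 active = activation over 3 SD above normal in the single-dose calcium agonist read, cut at about 30% in these data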; note: 0% is about no effect
# Target sequence (P14416 whole entry, looked up): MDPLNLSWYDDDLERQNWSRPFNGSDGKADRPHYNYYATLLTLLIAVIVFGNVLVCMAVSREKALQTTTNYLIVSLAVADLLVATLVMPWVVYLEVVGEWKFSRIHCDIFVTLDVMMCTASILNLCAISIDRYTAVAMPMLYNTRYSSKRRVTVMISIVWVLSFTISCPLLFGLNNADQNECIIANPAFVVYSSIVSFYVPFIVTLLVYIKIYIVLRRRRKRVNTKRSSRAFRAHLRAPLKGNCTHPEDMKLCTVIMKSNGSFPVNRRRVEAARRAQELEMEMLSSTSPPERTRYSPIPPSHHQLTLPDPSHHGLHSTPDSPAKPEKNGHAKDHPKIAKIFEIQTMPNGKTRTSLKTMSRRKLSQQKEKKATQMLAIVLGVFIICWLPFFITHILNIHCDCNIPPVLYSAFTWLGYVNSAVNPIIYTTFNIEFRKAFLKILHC
#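 Agonism scored from kinetic calcium signal (1 read/sec, 180 s) following compound pin transfer, after a 10 s baseline. Cells: HEK293 Trex line expressing inducible D2 receptor coupled to calcium, dye-loaded after overnight culture at 30 C.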
# D2 antag: antagonists of human D2 dopamine receptor | P14416 | HEK293 TREx D2 cells, calcium flux, dopamine EC80 | inhibition, % at 10 µM | 340,000 compounds, 2% hits; in the data active = inhibition above about 30%; note: 0% is about no effect
#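 Dopamine at EC80 is the agonist stimulus; test compounds precede it by 180 s. Calcium flux read kinetically in a force-coupled, inducible HEK293 T-REx D2 cell line.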
# D1 ag: activates the human D1 dopamine receptor; P21728; HEK293 T-REx D1 cells, calcium flux, agonist mode; activation, % at 2 µM; 360,000 compounds, 1% hits; note: 0% is about no effect
# Target sequence (P21728 whole entry, looked up): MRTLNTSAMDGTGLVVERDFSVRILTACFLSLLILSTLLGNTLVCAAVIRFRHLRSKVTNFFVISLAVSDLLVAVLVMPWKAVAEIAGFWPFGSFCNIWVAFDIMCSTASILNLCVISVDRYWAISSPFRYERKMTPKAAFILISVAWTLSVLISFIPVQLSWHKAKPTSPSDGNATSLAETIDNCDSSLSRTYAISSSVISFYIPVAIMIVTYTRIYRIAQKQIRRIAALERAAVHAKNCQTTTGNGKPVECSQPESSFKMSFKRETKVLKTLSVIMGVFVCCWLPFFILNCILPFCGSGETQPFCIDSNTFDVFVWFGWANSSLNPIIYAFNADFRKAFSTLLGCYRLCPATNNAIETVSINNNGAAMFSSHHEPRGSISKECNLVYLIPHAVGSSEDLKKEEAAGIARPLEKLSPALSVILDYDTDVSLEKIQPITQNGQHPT
#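 Inducible HEK293 T-REx D1 cells, force-coupled to calcium signalling, were plated at 4000 cells/well with tetracycline and held overnight at 30 C. After no-wash calcium dye loading, compound-evoked calcium rise over 180 s flagged agonists.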
# D2 potentiator: positively modulates the human D2 dopamine receptor allosterically; P14416; HEK293 T-REx D2, calcium flux, EC20 dopamine potentiation; potentiation, % at 10 µM; 340,000 compounds, 0.34% hits;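 active = potentiation over 3 SD above the plate norm, cut at about 30% in these data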; note: 0% is about no effect
#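 Calcium flux readout, no-wash dye, 1 read/s. Inducible HEK293 Trex D2 line, overnight 30 C. Compound alone 180 s (agonist flags), then EC20 dopamine, another 180 s to score potentiation.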
# TRHR PAM: allosteric enhancers of human TRH receptor; TRHR cells, fluo-8 calcium fluorescence, EC20 TRH enhancement; enhancement, % at 2 µM; 360,000 compounds, 0.66% hits; in the data active = enhancement above about 30%; note: 0% is about no effect
#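 TRHR-expressing cells loaded with fluo-8 calcium dye were read kinetically (ex 480/em 530) during compound addition, then stimulated with an EC20 of TRH (10 nM final). Enhancement of the Gq-mediated intracellular calcium response was scored.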
# RXFP1 antag: blocks the human relaxin receptor RXFP1. 350,000 compounds, 0.59% hits. activity change, negative = inhibition, % at 57.5 µM. Q9HBX9. HEK293-RXFP1, relaxin-stimulated cAMP HTRF, 30 min; stronger effect = lower value;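 active = activity change of -60% or lower, but not beyond a set lower limit; inconclusive = change between -60% and -40%, or beyond the set limit; inactive = change above -40%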; note: % is set by controls: 0 for no effect and ±100 for the full control effect
# D1 antagonist: blocks dopamine activation of the human D1 receptor. HEK293 TREx D1 cells, calcium flux, dopamine EC80; stronger effect = lower value. activity change, negative = inhibition, % at 10 µM. 360,000 compounds, 3.2% hits. AID 504652; in the data active = activity change below about -30%; note: % is set by controls: 0 for no effect and ±100 for the full control effect
#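 Kinetic fluorescence of a calcium dye serves as the read-out. D1-expressing Hek293 Trex cells, induced overnight at 30 C, are exposed to compound for 180 s before an EC80 dopamine addition, then read 180 s further.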
# TRHR ag: activates the human TRH receptor. P34981. TRHR cells, calcium flux fluo-8, FDSS agonist mode. activation, % at 2 µM. 360,000 compounds, 0.18% hits. AID 493084; note: 0% is about no effect
#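 Agonist-mode FDSS calcium read (Ex 480/Em 530, 1 s cycles) in 1536-well TRHR cells with fluo-8 dye, after 10-cycle baseline and 23 nL compound addition; TRH at EC20 (10 nM final) added afterwards for the enhancer phase.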
# D1 potentiator: potentiators of human D1 dopamine receptor. P21728. HEK293 TREx D1 cells, calcium flux, dopamine EC20 potentiation. potentiation, % at 10 µM. 360,000 compounds, 0.036% hits. AID 504651; in the data active = potentiation above about 30%; note: 0% is about no effect
# Active calls of the source: *; ? = inconclusive; nt = no result given. Cut-off read from the data, not from the text of the source, unless noted: active = activation above about 30%; inactive = the rest.
SMILES,D2 ag,D2 antag,D1 ag,D2 potentiator,TRHR PAM,RXFP1 antag,D1 antagonist,TRHR ag,D1 potentiator
O=C(O)CCn1c(CO)nc2ccccc21,0.3,-9.8,2.9,-0.8,-3.9,-3.4,-7.6,0.3,5.0
Cc1nn(C)c(N)c1-c1ccccc1,1.6,-1.4,-1.3,4.2,-4.8,2.2,-5.8,0.1,-1.1
COc1ccc(-n2nnnc2CNC(=O)C2CC(=O)N(c3ccc(Cl)cc3)C2)cc1 (stereo unspecified),-0.5,-0.7,4.7,-2.8,13.9,26.0,-2.8,-0.3,-3.2
CCN1CCN(C(=S)c2ccc(OCC(=O)NCc3ccccc3)cc2)CC1,0.1,1.2,1.8,-8.9,-3.7,6.2,4.8,0.1,-4.3
CCCCNc1c(-c2ccc(-c3ccc(C(C)=O)cc3)c(OC)c2)nc2cnccn12,0.3,-5.7,1.9,8.5,4.0,nt,-23.5,0.7,-2.5
Cc1c(C(=O)O)sc2nc3n(c(=O)c12)CCC(C)CC3 (stereo unspecified),0.0,8.0,-0.6,2.5,12.6,-10.7,10.3,-0.4,0.3
CCn1c(SCC(=O)N2CCCC2)nc2ccccc21,1.1,-3.2,2.5,-3.4,1.5,-1.2,10.9,-1.0,-1.1
Cc1csc(NC(=O)c2ccc3nc[nH]c3c2)n1,-0.4,-7.8,3.4,-25.4,-1.5,-1.1,-4.5,-0.2,-5.7
COCCCn1c(C)nc2c(c1=O)c1nc3ccccc3nc1n2CCc1ccccc1,-1.6,-10.7,1.5,4.4,0.9,14.2,0.9,-1.2,-3.4
Cc1ccc(O)c(NC(=S)NC(=O)Cc2ccc(Cl)cc2)c1,nt,nt,95.7*,nt,-23.7,-5.5,-62.1*,19.3,-27.6
COc1ccc(Br)cc1C1CC(=O)N2CN(C)CSC2=C1C#N (stereo unspecified),0.3,19.8,2.5,12.6,-3.5,-6.1,-7.0,0.0,-8.3
O=C(N/N=C/c1ccc2c(c1)OCO2)c1cc(-c2ccccc2)nc2ccccc12,-2.8,3.4,0.8,-3.0,-8.0,5.2,5.0,0.1,-1.3
CCOC(=O)c1cnn(-c2cccc(Cl)c2)c1C1CCN(C(=O)OC(C)(C)C)CC1,1.0,nt,3.4,11.2,3.0,nt,13.1,-0.5,1.6
CC(C)c1ccc(NC(=O)CSc2nc3c(c(=O)[nH]2)CCC3)cc1,0.2,-0.5,0.4,-12.6,-5.0,nt,0.7,0.2,-0.6
C=CCN1C(=O)[C@@H]2Cc3c([nH]c4ccccc34)C(c3ccc(O)cc3)N2C1=S (stereo partly specified),0.9,-9.3,9.6,4.3,6.8,-9.2,-14.0,4.1,4.8
O=C1CC(c2nnc(Cc3ccccc3Cl)o2)CN1c1ccccc1 (stereo unspecified),nt,nt,4.4,14.0,15.0,-7.1,-3.0,-1.0,-5.2
CN(CC(=O)NCc1ccccc1Cl)S(=O)(=O)c1cccs1,-1.0,-17.5,-1.6,4.9,-2.1,-6.8,-22.8,-0.9,-4.0
CCC(=O)N1CCc2cc(S(=O)(=O)N(C)c3ccc(Br)cc3)ccc21,0.0,-10.1,5.1,3.2,1.1,3.2,5.5,-0.8,-0.2
Cc1ccccc1NC(=O)COc1cccc2c1CCNC2=O,-0.1,-0.5,3.1,-7.0,0.9,-6.8,-5.8,-0.1,-7.5
CCOC(=O)COn1c(=O)c[n+]([O-])c2ccccc21,-0.2,-1.2,7.6,2.0,3.0,-14.9,12.5,-0.5,5.1

# Next part, starting with the last 3 of the part before.
SMILES,D2 ag,D2 antag,D1 ag,D2 potentiator,TRHR PAM,RXFP1 antag,D1 antagonist,TRHR ag,D1 potentiator
CCC(=O)N1CCc2cc(S(=O)(=O)N(C)c3ccc(Br)cc3)ccc21,0.0,-10.1,5.1,3.2,1.1,3.2,5.5,-0.8,-0.2
Cc1ccccc1NC(=O)COc1cccc2c1CCNC2=O,-0.1,-0.5,3.1,-7.0,0.9,-6.8,-5.8,-0.1,-7.5
CCOC(=O)COn1c(=O)c[n+]([O-])c2ccccc21,-0.2,-1.2,7.6,2.0,3.0,-14.9,12.5,-0.5,5.1
O=C(CCNS(=O)(=O)c1ccccc1)Nc1ccccc1,0.1,-5.9,0.2,-2.9,3.0,-4.0,-18.4,0.2,-1.6
C=CCc1ccccc1OCC(=O)O,-0.5,1.5,3.1,22.0,9.1,-2.6,3.4,-1.5,-7.3
COn1c(-c2ccccc2)nc2c1CCc1c-2no[n+]1[O-],0.4,5.1,-0.4,-3.9,-1.3,-1.1,11.0,-0.3,-4.3
CCSc1nc(-c2ccccc2)nc2c1CCCC2,2.6,-6.0,1.5,12.8,0.4,-32.3,-4.1,0.5,5.5
CCOc1ccc(CNC(=O)CCCN2C(=O)C(c3ccccc3)Oc3cccnc32)cc1 (stereo unspecified),0.9,-3.4,10.7,6.8,4.0,6.0,4.5,0.7,-0.9
Cc1nc(NC(=O)c2c(-c3ccccc3)noc2C)sc1C(=O)N(C)C,0.4,-18.8,3.5,2.4,-2.6,3.4,5.0,0.3,4.0
Cc1ccc(NC(=O)CN2CCSc3ccc(S(=O)(=O)N4CCCC4)cc32)cc1,0.8,nt,2.3,-3.9,-4.0,nt,-10.4,-0.4,-2.9
FC(F)(F)c1cccc(Cc2noc(CN(Cc3ccccn3)CC3CCCO3)n2)c1 (stereo unspecified),-0.6,-23.0,3.1,6.6,-4.8,-6.0,12.4,-0.3,-8.2
CC(NC(=O)COC(=O)CNC(=O)C1CCCCC1)c1ccccc1 (stereo unspecified),0.4,-20.9,3.3,-15.4,-5.8,5.4,15.1,-0.3,-7.5
COc1cccc(-c2nnc(NC(=O)c3cccs3)s2)c1,1.7,-18.1,2.3,2.4,4.0,-5.1,4.2,4.3,-0.3
O=C(CSc1nnc(CNC(=O)c2ccccc2)o1)Nc1ccc2c(c1)OCCO2,0.0,-7.9,3.7,0.5,-2.2,-9.8,-7.8,-0.3,-3.5
Cc1nc2ncnn2c(N2CCCC(C(=O)Nc3ccccc3Br)C2)c1C (stereo unspecified),-0.3,-12.3,22.7,17.6,23.9,13.0,-28.7,0.5,-13.8
Cc1cccn2cc(CCNS(=O)(=O)c3cccs3)nc12,0.0,-3.1,5.8,3.9,0.8,6.6,-25.5,0.0,-4.3
Cc1ccc2c(c1)/C(=N/O)CCS2,-1.4,13.2,7.1,7.7,4.1,3.4,8.7,-0.8,-4.7
O=C(COc1ccc(Br)cc1Cl)NNC(=O)c1ccccc1,-0.2,-7.3,1.2,0.7,3.3,7.8,4.6,1.2,-5.6
CC(C)C(NS(=O)(=O)c1cccs1)C(=O)N1CCC(C(N)=O)CC1 (stereo unspecified),0.5,-7.0,0.4,-11.8,2.6,5.6,0.3,0.0,-4.8
Cc1ccc(CN(Cc2ccco2)C(=O)c2cccc(C)c2)cc1,nt,nt,5.2,nt,-1.7,-7.4,-19.5,0.2,-0.8
Cc1nc2ccc(NC(=O)c3ccc([N+](=O)[O-])cc3[N+](=O)[O-])cc2s1,0.2,-3.0,1.9,-9.1,0.7,-19.3,-5.7,0.4,-2.1
Cc1ccc(SCCC(=O)NCc2ccccn2)cc1,-0.2,-8.9,-1.2,2.8,-5.6,-3.5,-14.2,-0.1,-3.2
COCCCn1c(SCC(=O)Nc2ccc(C(=O)OC)cc2)nc2ccccc2c1=O,-0.3,-25.9,3.6,9.2,-10.7,14.3,13.3,-0.1,-6.8
CCCCN(CC)C(=O)CSc1nc2n[nH]c(C)c2c(=N)n1-c1ccc(CC)cc1,0.7,nt,3.6,2.6,-5.9,?,-16.5,-0.6,4.0
O=C(CN1CCOCC1)N1CCCc2ccccc21,5.0,13.4,4.4,-7.7,-0.7,-13.3,-14.7,-0.1,-2.5
COc1ccc2ccn(C)c2c1,0.8,-13.4,-1.0,8.5,-2.5,nt,nt,0.5,4.6
Nc1nnn(CC(=O)N/N=C/c2cn[nH]c2-c2ccccc2)n1,1.7,-1.4,2.9,-2.3,4.8,-3.2,-5.4,0.9,-1.1
CN(C)S(=O)(=O)c1ccc(/C(O)=C2/C(=O)C(=O)N(Cc3cccnc3)C2c2ccncc2)cc1 (stereo unspecified),0.4,-14.7,2.0,7.6,7.5,1.7,26.8,2.0,-1.2
CCOC(=O)CN(C(=O)CSc1nnc(CNc2ccc(C)cc2C)n1CC)c1ccccc1,-0.5,23.7,-0.4,6.5,-6.2,3.5,7.9,-1.0,0.4
COc1ccc(S(=O)(=O)NCc2ccc(C(=O)N(C)Cc3ccco3)cc2)cc1,-0.6,-9.7,3.9,-1.4,-1.3,-3.5,-9.1,-0.1,-4.8
CN(C(=O)C12CC3CC(CC(C3)C1)C2)C1(C)CCS(=O)(=O)C1 (stereo unspecified),0.0,-4.0,-0.5,-12.0,6.0,12.9,7.7,-0.2,-4.5
CCCn1c(=O)n(-c2ccccc2)c(=O)c2sc3ccccc3c21,nt,nt,1.0,-0.2,20.1,nt,2.1,0.1,-1.1
Cc1cc(C)n2c(Nc3ccc4c(c3)OCCO4)c(-c3ccc(Cl)cc3)nc2n1,-0.1,nt,0.6,nt,-1.7,-18.8,3.3,-0.6,7.2
CCOC(=O)C(NC(=O)c1ccccc1Cl)(Nc1ccc(C(F)(F)F)cc1)C(F)(F)F (stereo unspecified),29.0,-9.4,-1.3,2.9,20.3,-4.7,13.5,0.3,-3.3
COc1cccc(C(=O)Nc2cccc(C(=O)NC3=NN(c4c(Cl)cc(Cl)cc4Cl)C(=O)C3)c2)c1,0.7,-3.4,1.3,3.2,-1.0,?,6.9,0.5,9.1
CC(=O)c1cnn(-c2nc3c(C)cccc3s2)c1C,nt,-15.0,1.4,-1.2,-4.0,-6.5,-0.6,0.3,0.8
Cc1ccc(S(=O)(=O)n2nc(-c3ccco3)nc2NCc2ccccc2Cl)cc1,0.6,nt,6.0,-17.8,-6.0,13.8,-4.7,1.3,-0.5
Cc1nc2oc3c(=O)[nH]cnc3c2c2c1COC(C)(C)C2,-1.5,2.9,1.8,2.6,-1.0,-1.1,-6.2,-0.3,-0.7
Cc1ccc(C(=O)NNC(=O)C2CC2)cc1Br,-1.0,-5.9,1.8,-4.5,4.8,6.8,3.4,-0.1,1.9
Nc1nnc(SCC(=O)OCc2ccc(Cl)c(Cl)c2)s1,-0.5,-8.7,5.6,17.5,2.9,-2.9,-14.6,-0.4,-5.1
COc1ccc(S(=O)(=O)NCCc2csc(-c3cccc(F)c3)n2)cc1OC,-1.1,nt,5.8,-22.2,2.3,-9.0,-4.0,-0.4,-1.0
CCCCn1c(=S)[nH]c2ccc(N3CCOCC3)cc2c1=O,5.7,6.7,1.2,-6.0,1.6,nt,-9.6,0.2,-5.2

# Just TRHR ag, D1 potentiator and D1 ag, for some of the entries so far:
Molecule | TRHR ag | D1 potentiator | D1 ag
COc1ccc(-n2nnnc2CNC(=O)C2CC(=O)N(c3ccc(Cl)cc3)C2)cc1 (stereo unspecified) | -0.3 | -3.2 | 4.7
CCn1c(SCC(=O)N2CCCC2)nc2ccccc21 | -1.0 | -1.1 | 2.5

# Screening results as filed in PubChem.
